FUS suppressor: qHTS for Suppressors of FUS Proteinopathy: Primary screen using FUS-linked yeast assay | S. cerevisiae FUS-expressing, growth rescue, OD600, 24 h | AID 1347120, 2019 | 390,000 tested, 0.24% active | Potency, µM (top dose mostly 76.6 µM), inactives show top-dose growth rescue (activation), actives largely listed as activators;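 note: potency is the fitted concentration of half-maximal effect; plate controls were DMSO vehicle for no effect and reference control for full effect; nearly all actives have a fitted effect of over 55% in size; some results filed as inactive show a strong effect at the top dose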
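S. cerevisiae expressing FUS from galactose induction served as the toxicity model. Growth after 24hr at 30C, read as absorbance at 600 nm, indicates suppression of toxicity; compounds dosed at several concentrations.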
aSyn yeast inh: qHTS of alpha-syn Inhibitors; Yeast expressing alpha-synuclein, growth rescue, BacTiter-Glo, 24 h; Potency, µM (top dose mostly 46.1 µM), without a hit: at the highest dose growth rescue (activation), usual class: activators; 370,000 tested, 0.14% active; AID 652106, 2013; note: potency is the fitted concentration of half-maximal effect; % of control where 0% means no effect; nearly all actives have a fitted effect of over 65% in size
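Readout is rescue of growth in alpha-synuclein-expressing yeast, so inhibitors of toxicity appear as activators. Growth after 24 hr at 30 deg C in galactose medium is quantified by luminescence.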
D3 antag: qHTS of D3 Dopamine Receptor Antagonist: qHTS. D(3) dopamine receptor (Homo sapiens), P35462. 360,000 tested, 2.5% active. AID 652054, 2013. D3R cells, DiscoveRx beta-arrestin luminescence, antagonist mode; hits give low values. max response, negative = inhibition, %; in the data active = max response below about -50%; inconclusive = no clear call, values can overlap the other calls; note: % is set by controls: 0 for no effect and ±100 for the full control effect; mostly tested at two doses, the higher about 12 µM
Target sequence (P35462 whole entry, looked up): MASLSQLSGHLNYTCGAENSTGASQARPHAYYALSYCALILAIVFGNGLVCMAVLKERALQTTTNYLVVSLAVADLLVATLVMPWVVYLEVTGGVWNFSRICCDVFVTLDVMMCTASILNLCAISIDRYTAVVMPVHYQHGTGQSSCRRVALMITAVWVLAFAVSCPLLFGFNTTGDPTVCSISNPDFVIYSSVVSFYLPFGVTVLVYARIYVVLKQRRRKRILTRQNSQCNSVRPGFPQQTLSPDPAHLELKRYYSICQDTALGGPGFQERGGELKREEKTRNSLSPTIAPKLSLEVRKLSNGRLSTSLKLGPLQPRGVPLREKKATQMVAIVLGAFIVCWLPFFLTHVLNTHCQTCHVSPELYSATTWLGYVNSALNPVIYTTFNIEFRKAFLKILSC
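Cells expressing the human receptor were seeded at 1500 cells/well, incubated overnight at 37 degrees C in 5% CO2, then exposed to library compounds with dopamine controls for 90 minutes at 37 degrees C before luminescent detection.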
GLP-1R inv ag: qHTS of GLP-1 Receptor Inverse Agonists (Inhibition Mode); HEK293 GLP-1R CRE-luciferase, luminescence, 24 h; GLP-1R form is constitutively active; Potency, µM (top dose mostly 38.3 µM), without a hit: top-dose activity change, negative = inhibition, most hits filed as inhibitors; 410,000 tested, 1.6% active; AID 624417, 2012; note: potency is the fitted concentration of half-maximal effect; % is set by controls: 0 for no effect and ±100 for the full control effect; nearly all actives have a fitted effect of over 55% in size
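Constitutively active GLP-1R drives a cAMP-responsive luciferase in stably transfected HEK293 cells; test compounds are added after overnight (12 h) attachment and left 24 hr, and signal loss in luminescence marks inhibition.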
PTHR1 agonist: qHTS for PTHR1 Agonists: Primary Screen. Parathyroid hormone/parathyroid hormone-related peptide receptor (Homo sapiens), Q03431. HEK293 GP2 PTHR1 cells, GloSensor cAMP luminescence, 1 h. Potency, µM (doses to about 115 µM), for inactives: top-dose activation, hits mostly activators. 410,000 tested, 0.075% active. AID 743266, 2014; note: potency is the fitted concentration of half-maximal effect; nearly all actives have a fitted effect of over 55% in size; some results filed as inactive show a strong effect at the top dose; inactives centre near -15; many of its hits are not listed in these tables
Target sequence (Q03431 whole entry, looked up): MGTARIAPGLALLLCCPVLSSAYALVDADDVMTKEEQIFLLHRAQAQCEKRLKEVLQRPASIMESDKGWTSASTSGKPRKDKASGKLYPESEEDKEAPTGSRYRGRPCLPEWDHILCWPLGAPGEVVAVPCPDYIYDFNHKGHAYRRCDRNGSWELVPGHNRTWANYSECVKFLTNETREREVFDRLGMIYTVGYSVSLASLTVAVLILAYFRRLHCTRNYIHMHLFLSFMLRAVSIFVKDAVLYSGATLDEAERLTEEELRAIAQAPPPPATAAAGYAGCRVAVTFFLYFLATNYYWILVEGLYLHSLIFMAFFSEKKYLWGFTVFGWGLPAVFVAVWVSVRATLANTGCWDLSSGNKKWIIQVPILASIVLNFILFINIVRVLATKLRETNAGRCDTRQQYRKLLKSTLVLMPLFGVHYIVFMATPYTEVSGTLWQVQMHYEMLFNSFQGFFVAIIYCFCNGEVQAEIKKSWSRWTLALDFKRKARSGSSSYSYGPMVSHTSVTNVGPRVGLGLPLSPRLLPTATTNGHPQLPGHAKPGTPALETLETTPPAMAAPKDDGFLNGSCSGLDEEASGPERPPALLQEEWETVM
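HEK-293-derived GP2 cells expressing PTHR1 and a GloSensor cAMP reporter, 3,000/well, plated overnight, given luciferin plus IBMX (each 0.5 mM as added) for 1 h at 37 °C, then compound for 1 h at 37 °C. Luminescence was read after 15 min at room temperature.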
TDP43 rescue: qHTS of TDP-43 Inhibitors; AID 652104, 2013; 410,000 tested, 1.8% active; TDP-43 expressing yeast growth rescue, BacTiter-Glo, 24 h; Potency, µM (top dose mostly 46.1 µM), for the others: at the top dose growth rescue (activation), most hits filed as activators; note: potency is the fitted concentration of half-maximal effect; % of control where 0% means no effect; nearly all actives have a fitted effect of over 50% in size
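In this qHTS, compounds that restore growth of yeast expressing TDP-43 appear as activators. Cells (OD600=0.02, galactose medium, raffinose-pregrown) are incubated with compound 24 hr at 30 deg C and growth is quantified by BacTiter-Glo.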
Abeta yeast res: qHTS for compounds that reverse cellular toxicity of Amyloid beta (A-beta) peptide in yeast: Primary Screen | yeast expressing A-beta42, growth rescue, OD600, 48 h; response scale: 0% DMSO, 100% iron-clioquinol control | Potency, µM (top dose mostly 46.1 µM), inactives show at the highest dose growth rescue, actives largely listed as activators | 410,000 tested, 0.063% active; note: potency is the fitted concentration of half-maximal effect; nearly all actives have a fitted effect of over 55% in size
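Yeast growth medium received pinned compounds, then yeast cells expressing toxic A-beta were added; plates incubated at 30 C for 48 hr. Growth read as absorbance at 600 nm, normalized to DMSO and equimolar FeCl3 plus clioquinol controls.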
Akt phos inh: HTS Assay for Inhibitors of Akt Phophorylation: Primary Screen | Neuro2A IGF-stimulated pAkt S473 HTRF, 20 min; hits give low values | activity change, % for hits at 50 µM | 360,000 tested, 0.32% active; in the data active = activity change below about -80%; inconclusive = mostly about -51% to -80%; note: % is set by controls: 0 for no effect and ±100 for the full control effect
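Single-point screen (50 µM final compound) in Neuro2A cells stimulated 20 min with 6 nM IGF at 37 deg C. After lysis, Ser473-phosphorylated Akt read by HTRF (ex 330 nm, em 615/665 nm) as the 665/615 ratio.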
GLP-1R agonist: qHTS of GLP-1 Receptor Agonists; 380,000 tested, 0.007% active; AID 624172, 2012; Potency, µM (highest dose often 45.6 µM), without a hit: at the top dose activation, hits mostly activators; Glucagon-like peptide 1 receptor (Homo sapiens), P43220; HEK293 GLP-1R CRE-luciferase, luminescence, 4-6 h; cells express a hypersensitive GLP-1R form; note: potency is the fitted concentration of half-maximal effect; % of control where 0% means no effect
Starred values were filed as active, the others as inactive; i = inactive; ? = inconclusive; . = not tested or not shown; [ ] = remark or other dose. Unless noted, calls come from the whole dose curve; as a rule, active = well fitted curve in the direction sought with a large enough effect; inconclusive = small, poorly fitted or top-dose-only effect, or another doubt; inactive = no such curve, though single readings can be large; an effect the other way counts as inactive or inconclusive.

SMILES | GLP-1R agonist | FUS suppressor | D3 antag | Akt phos inh | TDP43 rescue | PTHR1 agonist | GLP-1R inv ag | aSyn yeast inh | Abeta yeast res
Cn1c(=O)c2c(nc(SCCCC#N)n2Cc2c(F)cccc2Cl)n(C)c1=O | -1.8% | 3.4% | 27.3 | i | 27.2% | -79.1%[inhibitor] | 14.9% | 0.5% | 4.0%
O=S(=O)(NC1=NCCC1)c1ccc(F)cc1F | -1.2% | -36.1% | 1.7 | i | -14.7% | -13.3% | 6.0% | 7.7% | -23.7%
CCCNC(=O)c1cc(C2CCCCN2C(=O)c2ccc3ccccc3c2)on1 (stereo unspecified) | 6.2% | 22.2% | 9.0 | i | -10.5% | -1.8% | 2.1% | 4.2% | -13.4%
CC(C)(C)NS(=O)(=O)c1ccc(NC(=O)c2cc(-c3ccccc3)nc3ccccc23)cc1 | 1.4% | -3.2% | -13.5 | . | -9.8% | ? | 5.6% | . | -2.8%
COc1ccc(-n2ncc3c(=O)n(CC(=O)Nc4ccc(S(=O)(=O)N5CCOCC5)cc4)cnc32)cc1 | 1.7% | . | -15.3 | i | -25.0% | -47.5%[inhibitor] | 2.1% | 6.5% | -6.4%
COC(=O)Cn1c(C(O)c2ccccc2)nc2ccccc21 (stereo unspecified) | 3.0% | -14.9% | 11.3 | i | 20.6% | i | 19.2% | 3.3% | -4.0%
O=C(NCc1ccco1)c1cc(-c2ccccc2)nn1CC1CC(c2cccnc2)=NO1 (stereo unspecified) | -0.1% | -21.8% | 0.0 | i | 1.2% | i | 19.0% | -1.8% | -10.3%
COC(=O)C(CC(C)C)N(Cc1cc(OC)cc(OC)c1)S(=O)(=O)c1ccccc1Br (stereo unspecified) | 13.2% | 19.4% | 2.8 | i | 10.6% | -14.2% | ? | -4.3% | 19.8%
O=C(c1ccccc1)c1ccc(OC(=O)C2CCCCC2)cc1 | 0.5% | -13.8% | -19.2 | i | 1.8% | -7.2% | 2.0% | -13.9% | -1.3%
CCc1c(C)c2ccc(O)c(CN3CCN(c4ccc(OC)cc4)CC3)c2oc1=O | . | -2.3% | . | . | 11.0% | -21.5% | 12.8% | . | -5.3%
O=C(O)C1CCCCC1C(=O)OCCCCOC(=O)C1CCCCC1C(=O)O (stereo unspecified) | -2.1% | 7.0% | 21.0 | i | ? | -4.5% | 0.0% | 6.5% | ?
Cn1ncc(Br)c1C(=O)N1CCOCC1 | -0.3% | . | -5.8 | i | 18.6% | i | 9.0% | -1.4% | 2.2%
Cc1ccc(S(=O)(=O)N2CCC(C(=O)Nc3ccc4c(c3)OCO4)CC2)cc1 | -5.4% | 17.0% | 15.8 | . | -8.9% | -17.3% | 0.0% | . | -12.8%
COCCSc1ccccc1C(=O)Nc1cc(C)ccn1 | -6.0% | 5.3% | -24.8 | i | -7.2% | i | 2.0% | -6.2% | 2.5%
CCOC(=O)/C(=C/c1ccc(OC(=O)c2ccncc2)cc1)C(C)=O | -2.6% | 9.2% | 9.7 | i | ? | i | -1.2% | ? | -33.5%
CN(CCCNC(=O)c1nn(C)c2c1CS(=O)(=O)c1ccccc1-2)Cc1ccccc1 | -1.5% | 6.8% | -26.3 | i | 1.7% | i | -20.8% | -0.8% | -1.5%
COc1cc(NC(=O)N[C@@H](Cc2c[nH]c3ccccc23)C(=O)O)c(C(=O)O)cc1OC | 3.6% | 17.6% | -20.2 | i | -15.4% | i | 9.6% | 0.8% | -7.6%
C=CCC(NC(=O)c1ccc(C#N)cc1)C(=O)NCCC (stereo unspecified) | 0.2% | -22.6% | -11.5 | i | -0.6% | 27.2% | 12.1% | -1.3% | -5.4%
C(=C\c1nc(N2CCCC2)c2ccccc2n1)/c1ccccc1 | 1.2% | 19.8% | 15.2 | i | 6.9% | -21.7% | ? | 3.2% | -21.1%
COc1cc(C2Sc3ccccc3NC3=C2C(=O)OC3)cc(OC)c1OC (stereo unspecified) | -4.6% | 22.7% | -10.6 | i | 9.5% | i | 0.0% | -1.9% | 6.8%
CCC(c1nnnn1Cc1ccccc1)N1CCN(C(=O)c2ccco2)CC1 (stereo unspecified) | -0.1% | -13.1% | 8.7 | i | 12.8% | i | 31.5% | 8.7% | 5.9%
Cc1ccc(-c2cnc(C3CC3)o2)cc1S(=O)(=O)Nc1cccc(C)c1C | . | 16.9% | . | . | 17.0% | i | -11.0% | . | -12.3%
CCCN(C)C1CN(Cc2cn(Cc3ccc(F)cc3)nn2)S(=O)(=O)C1 (stereo unspecified) | -1.3% | -14.6% | 7.8 | i | 0.0% | -17.7% | -2.5% | -6.9% | 4.8%
CC(=O)Nc1ccc(S(=O)(=O)NC(C)C(=O)NC(C)c2ccccc2)cc1 (stereo unspecified) | 2.6% | 7.0% | -5.7 | i | -0.2% | -3.0% | 14.6% | -3.1% | -4.9%
Cc1nc(N/N=C/c2cccc(F)c2)cc(N2CCOCC2)n1 | 6.7% | 10.6% | 0.0 | i | 21.2% | 12.3% | ? | -5.6% | -4.7%

Some of these compounds in order of molar mass, low to high:
SMILES | GLP-1R agonist | FUS suppressor | D3 antag | Akt phos inh | TDP43 rescue | PTHR1 agonist | GLP-1R inv ag | aSyn yeast inh | Abeta yeast res
Cn1ncc(Br)c1C(=O)N1CCOCC1 | -0.3% | . | -5.8 | i | 18.6% | i | 9.0% | -1.4% | 2.2%
Cc1nc(N/N=C/c2cccc(F)c2)cc(N2CCOCC2)n1 | 6.7% | 10.6% | 0.0 | i | 21.2% | 12.3% | ? | -5.6% | -4.7%
COc1ccc(-n2ncc3c(=O)n(CC(=O)Nc4ccc(S(=O)(=O)N5CCOCC5)cc4)cnc32)cc1 | 1.7% | . | -15.3 | i | -25.0% | -47.5%[inhibitor] | 2.1% | 6.5% | -6.4%

Continued.
SMILES | GLP-1R agonist | FUS suppressor | D3 antag | Akt phos inh | TDP43 rescue | PTHR1 agonist | GLP-1R inv ag | aSyn yeast inh | Abeta yeast res
CCC(CC)C(=O)Nc1cccc(C(=O)NC(C)(C)C)c1 | -0.5% | 5.6% | 6.7 | i | 13.2% | -16.6% | 163.0%[activator] | 1.8% | -2.1%
C=CCNC(=O)COC(=O)c1ccccc1C(=O)N(C)C1CCCCC1 | 5.3% | -15.3% | 3.7 | i | 17.5% | ? | 4.5% | 2.2% | 2.6%
CCOc1ccc(NC(=O)Cn2c(=O)oc3cc(S(=O)(=O)N4CCCCCC4)ccc32)cc1 | . | 30.3% | . | . | 8.5% | -22.1% | -5.4% | . | -14.5%
CC1(C(=O)NS(=O)(=O)c2ccc(Cl)cc2)CCN1C(=O)CC1CC1 (stereo unspecified) | -0.6% | -4.2% | 12.7 | i | 8.6% | -18.8% | 26.8% | 1.7% | -7.4%
COc1ccc(N(CN2C(=O)C3CCCCC3C2=O)C(=O)c2ccco2)cc1 (stereo unspecified) | -0.6% | -13.1% | 5.1 | i | 15.7% | i | -8.0% | -0.3% | 14.1%
CCOC(=O)c1cccc(NC(=O)CCn2cccc2)c1 | 14.0% | 41.2% | -23.7 | i | -0.3% | i | -9.1% | -1.6% | -2.7%
O=C(NCc1ccccn1)c1ccc(Cn2cc(Br)cn2)o1 | -0.9% | 2.7% | 21.2 | i | -0.3% | i | 0.0% | 0.9% | 10.5%
CCS(=O)(=O)c1nc(S(=O)(=O)c2ccc(C)cc2)c(N2CC(C)OC(C)C2)s1 (stereo unspecified) | -5.0% | -12.2% | 13.3 | i | ? | i | -6.4% | 3.6% | -4.0%
Cc1nn(Cc2ccc(Cl)cc2)c(C)c1NC(=O)c1noc2c1CCCCC2 | -5.1% | 37.1% | 23.5 | i | -16.6% | -23.9%[57.5 µM] | ? | 22.1% | -30.3%[inhibitor]
Cc1ccccc1Cn1c(C)c(C(=O)NCCC#N)sc1=O | 15.7% | -24.4% | -0.6 | i | -0.6% | -17.0% | 18.9% | -1.2% | -9.9%
O=C(CN1C(=O)NC2(CCCCCCC2)C1=O)N1CCOCC1 | -11.6% | 8.7% | 26.9 | i | -19.3% | -9.3% | 0.0% | -2.5% | -3.8%
CN(Cc1ccccc1)C(=O)c1[nH]cnc1C(=O)N[C@@H](Cc1ccccc1)C(=O)OCc1ccccc1 | 11.2% | ? | -12.2 | i | 13.2% | -19.2% | ? | -10.1% | 1.0%
O=C(c1cccc(Cl)c1Cl)N1CCN(c2ccccn2)CC1 | 2.0% | 12.0% | -7.0 | i | ? | -11.7% | -25.6% | -1.6% | 20.0%
COc1ccccc1N(CC(=O)Nc1ccccc1C(=O)N1CCCC1)S(C)(=O)=O | 3.3% | -5.8% | 8.4 | i | -7.7% | i | 13.7% | -1.9% | -8.4%
O=C(NCC(c1cccs1)S(=O)(=O)c1cccs1)c1ccc(F)c(F)c1 (stereo unspecified) | . | 7.0% | . | . | 20.0% | -12.4% | -17.4% | . | -3.8%
CCCc1ccc2oc(C(=O)NCCc3cnn(C)c3)c(C)c2c1 | 17.0% | . | ? | i | ? | -50.7%[inhibitor] | ? | 3.1% | -0.3%
O=C1CC(c2cccc(Cl)c2)CC(O)=C1C=Nc1cccc(Cl)c1 (stereo unspecified) | -10.0% | -9.8% | 7.5 | i | -2.4% | -3.2% | 3.8% | 8.5% | 12.2%
CC1CCN(Cc2c(O)ccc3c(=O)c(Oc4ccccc4Cl)c(C(F)(F)F)oc23)CC1 | . | 7.3% | . | . | 11.8% | -40.5%[inhibitor] | -0.8% | . | 1.4%
CCC1CCCCN1C(=S)NC(=O)c1cc(S(=O)(=O)N2CCOCC2)ccc1C (stereo unspecified) | -4.9% | 15.1% | -0.2 | i | -1.4% | -2.3% | -8.6% | 2.6% | 8.7%

Not all compounds are listed; rates above refer to the full screens.
